NTMT1 inh = NTMT1 methyltransferase inhibition; Q9BV86; NTMT1 MTase-Glo SAH luminescence, purified enzyme; Potency, µM (titrated, usually from 114 µM), for inactives: at the highest dose activity change, negative = inhibition, actives largely listed as inhibitors; actives 2.5% (n = 59,000); AID 1645870;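 note: potency is the fitted concentration of half-maximal effect; plate controls were DMSO vehicle for no effect and no enzyme for full effect; nearly all actives have a fitted effect of over 65% in size; many of its hits are not listed in these tables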
p53null 32C kill = p53 null cell cytotoxicity, permissive temperature; actives 0.62% (n = 55,000); H1299-neo p53 null cells, ATP luminescence, 24 h, 32C; Potency, µM (series often up to 46.1 µM), without a hit: top-dose activity change, negative = cytotoxicity, usual class: cytotoxic;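 note: potency is the fitted concentration of half-maximal effect; 0% = DMSO only and -100% = full killing by 100 µM tamoxifen; nearly all actives have a fitted effect of over 55% in size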
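Cytotoxicity: H1299-neo (no p53), 32C, 24 h treatment. Concentrations up to 46 uM. Readout cellular ATP, luminescence. Normalization to DMSO basal and tamoxifen 100 uM maximal kill.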
B2AR arrestin ag = beta-arrestin recruitment by human beta2-adrenergic receptor ligands; Potency, µM (top dose mostly 46.1 µM), for inactives: at the highest dose activation, hits mostly activators; AID 1347077; HTLA Tango cells, beta-arrestin recruitment, luciferase luminescence, 18 h; 44,000 tested, under 10 active; P07550;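 note: potency is the fitted concentration of half-maximal effect; 0% = DMSO and full agonism = EC100 isoproterenol or metaproterenol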
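Tango cells (recombinant beta2-AR, beta-arrestin, tTA-driven luciferase), 1500/well in DMEM 1% FBS, treated 18 h at 37 °C with compounds up to 46 µM; luciferin mix added, luminescence read after 15 min; %activity curves fitted and curve-classed.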
GALK inh = GALK (human) enzyme inhibition | recombinant GALK, Kinase-Glo ATP luminescence, 1 h | Potency, µM (highest dose often 57.5 µM), for the others: top-dose activity, negative = inhibition, actives largely listed as inhibitors | P51570 | AID 1347072 | 44,000 tested, under 10 active;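 note: plate controls were full GALK reaction for no effect and reaction lacking GALK for full effect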
Target sequence (P51570 whole entry, looked up): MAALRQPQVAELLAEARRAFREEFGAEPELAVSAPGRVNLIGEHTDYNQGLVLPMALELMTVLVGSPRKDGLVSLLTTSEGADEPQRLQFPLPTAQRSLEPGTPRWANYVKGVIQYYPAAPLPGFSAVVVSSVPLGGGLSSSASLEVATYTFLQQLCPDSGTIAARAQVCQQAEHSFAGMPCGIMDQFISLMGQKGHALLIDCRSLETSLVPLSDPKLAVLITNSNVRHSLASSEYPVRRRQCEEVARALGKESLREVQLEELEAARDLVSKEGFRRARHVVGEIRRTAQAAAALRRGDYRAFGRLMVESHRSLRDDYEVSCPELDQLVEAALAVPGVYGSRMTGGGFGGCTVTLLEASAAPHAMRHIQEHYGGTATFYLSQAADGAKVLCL
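5 nM GALK; 35 uM ATP; 100 uM D-galactose; 20 mM HEPES pH 8.0, 5 mM MgCl2, 60 mM NaCl, 1 mM DTT, 0.01% BSA; 1 h RT; Kinase-Glo Plus luminescence.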
FH mod = Identification of activators of human fumarate hydratase by quantitative high-throughput screening; FH coupled MDH/diaphorase resazurin fluorescence, 15 min; Potency, µM (doses to about 79.9 µM), inactives show at the highest dose activity change, negative = inhibition, most hits filed as inhibitors; actives 0.22% (n = 54,000); AID 1347055, 2019; note: potency is the fitted concentration of half-maximal effect; % is set by controls: 0 for no effect and ±100 for the full control effect; the screen sought activators but most active calls are inhibition curves; nearly all actives have a fitted effect of over 45% in size
Target sequence (P07954 whole entry, looked up): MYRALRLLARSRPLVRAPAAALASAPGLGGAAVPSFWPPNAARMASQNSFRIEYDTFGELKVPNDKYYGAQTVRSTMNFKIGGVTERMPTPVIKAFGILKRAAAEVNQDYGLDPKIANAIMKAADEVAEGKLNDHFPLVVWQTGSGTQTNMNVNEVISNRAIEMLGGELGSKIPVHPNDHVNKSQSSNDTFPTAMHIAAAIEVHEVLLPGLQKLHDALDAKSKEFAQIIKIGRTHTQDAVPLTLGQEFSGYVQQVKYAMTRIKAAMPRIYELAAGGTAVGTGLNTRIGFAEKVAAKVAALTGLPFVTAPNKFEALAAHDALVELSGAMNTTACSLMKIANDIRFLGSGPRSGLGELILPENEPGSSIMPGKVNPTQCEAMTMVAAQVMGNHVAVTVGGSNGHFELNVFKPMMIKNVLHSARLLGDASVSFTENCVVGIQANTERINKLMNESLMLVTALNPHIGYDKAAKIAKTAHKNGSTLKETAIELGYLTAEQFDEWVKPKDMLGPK
PTAP-TSG101 blk = blocks PTAP binding to human TSG101, validation; Q99816; Fluorescence polarization, FITC-PTAP peptide/Tsg101, 20 min; Potency, µM (series often up to 115 µM), inactives show top-dose activity change, negative = inhibition, usual class: inhibitors; 44,000 tested, under 10 active; note: potency is the fitted concentration of half-maximal effect; 0% is about no effect
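qHTS FP binding, 20 min r.t.: 10 uM Tsg101 domain + 50 nM FITC-PTAP peptide, pH 7.5 HEPES buffer with TCEP and EDTA.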
p53null 39C kill = selectivity test: cytotoxicity in p53 null cells, nonpermissive temperature; H1299 p53-null (neo) cells, 39C, ATPlite viability, 24 h; Potency, µM (highest dose often 46.1 µM), inactives show at the top dose activity, negative = cell killing, most hits filed as cytotoxic; actives 0.97% (n = 55,000); AID 904;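 note: potency is the fitted concentration of half-maximal effect; 0% = DMSO only and -100% = full killing by 100 µM tamoxifen; nearly all actives have a fitted effect of over 50% in size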
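H1299 lung cancer cells, p53-null (H1299-neo) or expressing p53 A138V (H1299-p53A138V), were plated overnight at 37C, then exposed to compounds at up to 46 uM for 24 hr at 39C. Viability was read by ATP-based luminescence.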
* = called active by the depositor; ? = inconclusive; nt = no result given; [ ] = remark or other dose. Calls come from the whole dose curve; as a rule, active = well fitted curve in the direction sought with a large enough effect; inconclusive = small, poorly fitted or top-dose-only effect, or another doubt; inactive = no such curve, though single readings can be large; an effect the other way counts as inactive or inconclusive. An excerpt (hit frequency here may not be typical).

SMILES	NTMT1 inh	p53null 32C kill	B2AR arrestin ag	GALK inh	FH mod	PTAP-TSG101 blk	p53null 39C kill
Cc1cccc(NC(=O)C2CCCN(S(=O)(=O)c3cnc[nH]3)C2)c1C (configuration not stated)	?	11%	-1%	0%	-20%	-4%	12%
Cc1ccccc1OCC(=O)Nc1c(C)ccc2nsnc12	6%	-10%	1%	-1%	1%	-7%	-1%
COc1ccc(N2CCN(C(=O)c3c(C)oc4ncn(CC(C)C)c(=O)c34)CC2)cc1	-10%	7%	0%	0%	-4%	-3%	-6%
Cc1ccc(C)c(N2CCN(S(=O)(=O)c3cc(Br)cc4c3N(C(=O)C3CC3)CC4)CC2)c1	0%	3%	0%	7%	-30%	-2%	-1%
COc1ccc(N2CCN(c3oc(/C=C/c4ccccc4OC)nc3C#N)CC2)cc1	89µM*	-4%	-1%	2%	-18%	5%	-10%
C=Cc1ccc(CSc2nc(-c3ccccc3C)nc3c2Cc2c(CO)cnc(C)c2O3)cc1	-4%	-7%	-1%	-6%	?	0%	-5%
c1csc(-c2nc3ccccn3c2Nc2ccc3c(c2)OCCO3)c1	?	-14%	-2%	-1%	-21%	-9%	-3%
CCn1cc(C(=O)N2CCN(c3ccccc3OC)CC2)c2cc(OC)c(OC)cc2c1=O	0%	4%	1%	2%	1%	-7%	-3%
Cc1nn2c(=O)cc(COC(=O)c3cccc(NC(=O)COc4ccccc4C)c3)nc2s1	9%	-16%	0%	1%	?	-4%	-24%
CC(=O)c1ccccc1OCC(O)Cn1c(CO)nc2ccccc21 (configuration not stated)	3%	?	0%	1%	7%	-1%	?
CC1=C(C(=O)Nc2ccccc2)C(c2ccncc2)n2nc(SCc3ccccc3Cl)nc2N1 (configuration not stated)	-7%	-4%	1%	-2%	5%	-6%	2%
O=C(Nc1ccc(Cl)cc1C(F)(F)F)c1cc(S(=O)(=O)N2CCOCC2)ccc1F	6%	0%	-1%	-1%	-2%	-2%	0%
CCCCN(CC)C(=O)CCCn1c(=O)c2cccn2c2ccccc21	-4%	12%	-1%	-19%	-9%	-1%	-4%
CCCCN(C)CCNC(=O)c1ccc2c(c1)NC(=O)CN2	-11%	-8%	3%	-1%	2%	-4%	-5%
COc1ccccc1CNC(=O)COCc1cc(-c2cccs2)on1	-5%	1%	1%	-5%	2%	-1%	-12%
COc1ccc(-c2[nH]c3c(c2-c2c(-n4cccc4)n(C)c(=O)n(C)c2=O)c(=O)n(C)c(=O)n3C)cc1	7%	-5%	-2%	7%	2%	1%	?
COc1cc2ncc(C(=O)c3ccc(C)cc3)c(N3CCCCC3)c2cc1OC	-6%	-1%	0%	7%	-21%	1%	18%
Cc1cc(Cl)ccc1OCC(=O)N(Cc1ccco1)Cc1ccccc1F	-5%	28%	-2%	6%	-4%	3%	-24%
Cc1cc(C)c(S(=O)(=O)NCC(c2ccco2)S(=O)(=O)c2ccccc2)c(C)c1 (configuration not stated)	4%	15%	-1%	-2%	-27%	-1%	29%
Cc1cccc(N2CCN(c3ncnc4c3cnn4-c3ccc(Cl)cc3)CC2C)c1 (configuration not stated)	-3%	?	-2%	-6%	-21%	-6%	?
Cc1ccc2c(c1)-c1c(cnn1CC(=O)N1CCN(c3ccccc3F)CC1)CO2	-15%	2%	1%	6%	-2%	-8%	-9%
COc1cc(NC(=O)c2noc3c2CCc2ccccc2-3)cc(OC)c1OC	nt	20%	1%	5%	nt	0%	20%
COc1ccc(NC(=O)N2CCCn3nc(C)cc32)cc1OC	-12%	2%	0%	1%	-14%	-6%	-8%
COc1ccc(-c2nc3c4ccccc4n(CC(=O)Nc4ccc(C(C)C)cc4)c(=O)n3n2)cc1	6%	-3%	-2%	2%	-2%	2%	4%
Cc1ccc2c(CC(=O)Nc3c(C(=O)c4ccc(C)c(F)c4)oc4ccccc34)coc2c1	3%	2%	?	1%	-17%	-4%	-8%
O=C(CCS(=O)(=O)c1cc(Br)cc2c1N(C(=O)C1CC1)CC2)Nc1ccc(C(F)(F)F)cc1	1%	-3%	1%	2%	3%	0%	7%
CC(C)CC(=O)Nc1nnc(S(=O)(=O)N2CCCCCC2)s1	-3%	4%	0%	3%	-18%	0%	-9%
COc1cc(Cn2c(=O)sc3ccccc32)ccc1OCCC(C)C	-5%	6%	0%	0%	-20%	0%	-2%
CCc1ccc(CSc2nc(-c3ccc(OC)cc3)nc3c2Cc2c(CO)cnc(C)c2O3)cc1	2%	6%	-1%	-5%	-9%	-8%	-23%
CC(C)N(C(=O)Cn1cc(SCC(=O)Nc2ccccc2F)c2ccccc21)C(C)C	-1%	1%	-1%	4%	-11%	-7%	-3%
COc1cccc(N2CCN(C(=O)c3cc4c(=O)oc5ccc(C)cc5c4s3)CC2)c1	7%	-2%	0%	1%	-6%	0%	-15%
CCCCOc1ccc(C(=O)Nc2ccc(-c3cc4ccccc4oc3=O)cc2)cc1	9%	-4%	-1%	1%	-1%	3%	35%[activator]
CCc1ccc(-n2nc(CO)c(C(=O)NCc3ccccc3OC)n2)cc1	?	-6%	-3%	7%	1%	1%	-4%
CCOc1ccc(-c2ccc(NS(=O)(=O)c3ccc(C)cc3)cc2)nn1	13%	7%	2%	3%	8%	-1%	15%
COc1ccc2c(c1)c(N1CCCC1=O)c(C(=O)Nc1ccc(Cl)cc1C)n2C	3%	3%	2%	?	-30%	3%	5%
Cc1ccc(N2CC(NC(=O)/C=C\c3ccc4c(c3)OCO4)CC2=O)cc1C (configuration not stated)	7%	7%	-3%	3%	-23%	-1%	22%
CCC(C(=O)NCCc1ccc(Cl)cc1)n1nc(C)c2c(C)n(-c3ccccc3)nc2c1=O (configuration not stated)	-2%	6%	8%	0%	2%	-3%	9%
COc1ccc(OC)c(NC(=O)N2CCC3(CC2)Oc2ccccc2C(=O)N3Cc2ccccc2F)c1	-4%	1%	0%	5%	-23%	0%	-8%
CCOc1ccc(Nc2cc(C)c(C#N)c3nc4ccccc4n23)cc1	0%	0%	-2%	-1%	6%	0%	-13%
CCOc1ccc2nc(N3CCCC(C(=O)NCCc4ccc(OC)cc4OC)C3)sc2c1 (configuration not stated)	12%	-4%	-2%	4%	-14%	0%	-20%
CCc1cccc(C)c1NC(=O)c1cc(S(=O)(=O)N(Cc2ccc(C(=O)OC)cc2)Cc2ccc(OC)c(OC)c2)ccc1F	1%	-7%	3%	-5%	-14%	2%	-8%
CC(C)c1nn2c(=O)cc(COC(=O)COc3ccccc3F)nc2s1	24%	-4%	0%	0%	-10%	2%	5%
Cc1cc(C)c(S(=O)(=O)NCC(c2ccco2)N2CCOCC2)c(C)c1 (configuration not stated)	2%	0%	-2%	3%	-5%	0%	16%
COc1ccc(N2CC(NC(=O)c3ccc(S(=O)(=O)N4CCCC4)cc3)CC2=O)cc1 (configuration not stated)	9%	-6%	-4%	-1%	-12%	1%	14%
COCCNC(=O)c1ccc(-c2nc(CN3CCc4ccccc43)c(C)o2)cc1	4%	1%	0%	-2%	-14%	0%	4%
Cc1ccc(NC(=O)C2CCC(CNS(=O)(=O)c3cccs3)CC2)cc1C (configuration not stated)	-7%	-21%	1%	3%	3%	-3%	28%
Cc1cccc(CNS(=O)(=O)c2ccc(-c3cnc(C4CC4)o3)cc2)c1	7%	7%	0%	-2%	?	0%	8%
CC(C)N(Cc1ccccc1)C(=O)CCS(=O)(=O)c1ccc2c(c1)oc(=O)n2C	12%	11%	-1%	1%	?	0%	-9%
CCOc1ccc(Br)cc1CNCCSc1nnnn1-c1ccccc1	-3%	8%	-3%	6%	-28%	0%	?
CCOC(=O)C1(C)C=C(Nc2cccc(C(=O)O)c2)C(=O)N1c1ccccc1 (configuration not stated)	14%	-2%	1%	3%	-11%	-7%	-22%
CCOc1ccccc1NC(=O)CN1C(=O)COc2ccc(S(=O)(=O)Nc3ccccc3)cc21	0%	8%	-1%	5%	?	0%	32%[activator]
CCOc1ccccc1NC(=O)CN1CCCN(Cc2cccc(Cl)c2)S1(=O)=O	14%	3%	-1%	0%	-16%	-2%	33%[activator]
Cc1ccc(NC(=O)C2=CC(c3cccs3)=NS(=O)(=O)N2C)cc1	16%	7%	-3%	1%	3%	0%	17%
CCc1ccc(-c2csc(-c3cc4cc(Br)ccc4oc3=O)n2)cc1	13%	-5%	-3%	-1%	-15%	1%	-10%
CCOc1ccc(C(=O)NCc2nc3cccnc3n2Cc2ccc(F)cc2)cc1OCC	-2%	4%	6%	-6%	-3%	3%	32%[activator]
COc1cccc(NC(=O)CSc2ncc3c(n2)-c2ccc(Cl)cc2N(C)S3(=O)=O)c1	-4%	3%	0%	-1%	-2%	-2%	-1%
Cc1ccc(Cl)cc1N1CCN(C(=O)c2cn(CC(C)C)c(=O)c3c2c2ccccc2n3C)CC1	2%	17%	1%	3%	-11%	-6%	-2%
O=c1[nH]c(SCc2ccc([N+](=O)[O-])cc2)nc2c1CCCC2	5%	-4%	-3%	-11%	-4%	-5%	42%
Cc1c(C(=O)NCC(c2ccc(Cl)cc2)N2CCOCC2)oc2ccccc12 (configuration not stated)	4%	10%	-3%	1%	-13%	-3%	-10%
Cc1ccc(NC(=O)Cn2c(=O)n(CC(=O)NCCc3ccccc3)c(=O)c3ccccc32)cc1	0%	-4%	1%	2%	-2%	-3%	?
CCC1CCc2nc3sc(C(=O)Nc4ccc(F)c(Cl)c4)c(N)c3cc2C1 (configuration not stated)	-13%	2%	-1%	0%	0%	-2%	31%[activator]
Cc1ccc(OCC(=O)Nc2nnc(SCc3cc(=O)n4cccc(C)c4n3)s2)cc1	?	15%	0%	-7%	-9%	4%	-11%
Cc1cnc2c(c1SCC(=O)N(C)c1ccccc1)c(=O)n(C)c(=O)n2C	-9%	1%	-2%	-2%	-10%	1%	-8%

Five entries out of the list, ordered by SMILES length, largest number first.
SMILES	NTMT1 inh	p53null 32C kill	B2AR arrestin ag	GALK inh	FH mod	PTAP-TSG101 blk	p53null 39C kill
COc1cccc(N2CCN(C(=O)c3cc4c(=O)oc5ccc(C)cc5c4s3)CC2)c1	7%	-2%	0%	1%	-6%	0%	-15%
Cc1cccc(N2CCN(c3ncnc4c3cnn4-c3ccc(Cl)cc3)CC2C)c1 (configuration not stated)	-3%	?	-2%	-6%	-21%	-6%	?
Cc1ccc(NC(=O)C2=CC(c3cccs3)=NS(=O)(=O)N2C)cc1	16%	7%	-3%	1%	3%	0%	17%
CCc1ccc(-n2nc(CO)c(C(=O)NCc3ccccc3OC)n2)cc1	?	-6%	-3%	7%	1%	1%	-4%
CC(C)c1nn2c(=O)cc(COC(=O)COc3ccccc3F)nc2s1	24%	-4%	0%	0%	-10%	2%	5%

Source: PubChem BioAssay
